Source: PubChem BioAssay
GLP1R inv ag: GLP-1 receptor (human) inverse agonism. actives 1.6% (n = 410,000). AID 624417. Potency, µM (doses to about 38.3 µM), for inactives: at the highest dose activity change, negative = inhibition, hits mostly inhibitors. HEK293 GLP-1R CRE-luciferase, luminescence, 24 h; GLP-1R form is constitutively active; note: potency is the fitted concentration of half-maximal effect; % is set by controls: 0 for no effect and ±100 for the full control effect; nearly all actives have a fitted effect of over 55% in size
Target sequence (P43220 whole entry, looked up): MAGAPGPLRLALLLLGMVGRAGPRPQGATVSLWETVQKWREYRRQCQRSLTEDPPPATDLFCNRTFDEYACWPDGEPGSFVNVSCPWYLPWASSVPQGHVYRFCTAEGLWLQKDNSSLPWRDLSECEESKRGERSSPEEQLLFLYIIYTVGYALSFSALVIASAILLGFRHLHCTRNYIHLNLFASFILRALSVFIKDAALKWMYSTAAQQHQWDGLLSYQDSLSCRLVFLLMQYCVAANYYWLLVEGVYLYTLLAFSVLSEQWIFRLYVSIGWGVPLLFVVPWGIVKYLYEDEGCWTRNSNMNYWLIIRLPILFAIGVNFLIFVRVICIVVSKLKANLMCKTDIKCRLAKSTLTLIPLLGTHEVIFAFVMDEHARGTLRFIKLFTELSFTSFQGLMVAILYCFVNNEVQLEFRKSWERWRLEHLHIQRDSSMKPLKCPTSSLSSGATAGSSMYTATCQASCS
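Using stably transfected HEK293 (constitutively active GLP-1R, cAMP-luciferase reporter), compounds were incubated 24 hr and luciferase measured by luminescence.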
PLK1 PBD block: blocks phosphopeptide binding to human PLK1 polo-box domain; P53350; Plk1 PBD binding of FITC phosphopeptide, fluorescence polarization; Potency, µM, without a hit: max response, negative = inhibition, usual class: inhibitors; actives 2.8% (n = 360,000); note: potency is the fitted concentration of half-maximal effect; series mostly up to about 57 µM; % is set by controls: 0 for no effect and ±100 for the full control effect; nearly all actives have a fitted effect of over 65% in size
HEK293 tox: cytotoxicity in counter-screen for GLP-1R inverse agonists; Potency, µM (doses to about 38.3 µM), for the others: top-dose activity change, negative = inhibition, hits mostly inhibitors; HEK293 cAMP-luciferase reporter cells, luminescence, 24 h; actives 0.13% (n = 410,000);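 note: loss of luciferase light is scored as toxicity; potency is the fitted concentration of half-maximal effect; % is set by controls: 0 for no effect and ±100 for the full control effect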
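A 23 nL compound transfer followed 12 hours of cell culture at 37 deg C; exposure then lasted 24 hr. Luciferase assay detection reagent was dispensed and plates read for luminescence after a 12 min room-temperature wait.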
GLP1R ag: activates the human GLP-1 receptor. HEK293 GLP-1R CRE-luciferase, luminescence, 4-6 h; cells express a hypersensitive GLP-1R form. Potency, µM (doses to about 45.6 µM), without a hit: at the highest dose activation, most hits filed as activators. actives 0.007% (n = 380,000). AID 624172; note: potency is the fitted concentration of half-maximal effect; % of control where 0% means no effect
PTHR1 ag: activates the human parathyroid hormone receptor PTHR1. Q03431. HEK293 GP2 PTHR1 cells, GloSensor cAMP luminescence, 1 h. Potency, µM (doses to about 115 µM), without a hit: at the top dose activation, actives largely listed as activators. actives 0.075% (n = 410,000); note: potency is the fitted concentration of half-maximal effect; nearly all actives have a fitted effect of over 55% in size; some results filed as inactive show a strong effect at the top dose; inactives centre near -15; many of its hits are not listed in these tables
Target sequence (Q03431 whole entry, looked up): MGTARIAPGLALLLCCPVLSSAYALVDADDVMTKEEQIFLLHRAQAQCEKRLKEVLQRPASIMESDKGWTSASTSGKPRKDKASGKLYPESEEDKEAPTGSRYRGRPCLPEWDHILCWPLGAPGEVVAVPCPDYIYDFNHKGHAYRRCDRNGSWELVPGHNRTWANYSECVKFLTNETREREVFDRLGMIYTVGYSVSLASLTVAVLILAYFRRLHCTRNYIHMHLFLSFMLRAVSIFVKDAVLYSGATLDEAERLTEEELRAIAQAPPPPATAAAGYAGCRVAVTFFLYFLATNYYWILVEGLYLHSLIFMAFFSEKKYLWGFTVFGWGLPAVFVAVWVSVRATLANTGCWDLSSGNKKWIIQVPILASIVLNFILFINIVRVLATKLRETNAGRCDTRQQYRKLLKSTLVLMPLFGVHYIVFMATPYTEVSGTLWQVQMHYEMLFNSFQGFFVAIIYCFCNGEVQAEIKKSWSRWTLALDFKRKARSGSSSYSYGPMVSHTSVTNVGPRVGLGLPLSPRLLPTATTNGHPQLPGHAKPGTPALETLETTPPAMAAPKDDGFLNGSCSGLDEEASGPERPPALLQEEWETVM
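HEK-293-derived GP2 cells expressing PTHR1 and a GloSensor cAMP reporter, 3,000/well, plated overnight, given luciferin plus IBMX (each 0.5 mM as added) for 1 h at 37 °C, then compound for 1 h at 37 °C. Luminescence was read after 15 min at room temperature.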
EPAC1 ag: agonists of human EPAC1; O95398; EPAC1 agonist qHTS, biochemical assay; response scale: 100% = response to 6.5 mM cAMP; Potency, µM (series often up to 154 µM), inactives show at the top dose activation, actives largely listed as activators; actives 0.073% (n = 360,000); AID 720707; note: potency is the fitted concentration of half-maximal effect; nearly all actives have a fitted effect of over 60% in size
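EPAC1 100 nM, Rap1B–BODIPY-GDP 250 nM, unlabeled GDP 50 uM; compound titration; 5 min RT; kinetic read ex480/em540 at 5-min intervals ×30 min; data normalized to 6.5 mM cAMP agonist control.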
IL-2 act: activates IL-2 in a cell-based reporter assay. IL-2 activation reporter assay, cell-based qHTS; stimulated with anti-CD3/CD4/CD28 beads; in transgenic mouse T cells. AID 652025. actives 0.065% (n = 360,000). activation, % (series mostly up to about 46 µM); in the data active = activation above about 50%; inconclusive = mostly about 30% to 49%; note: 0% is about no effect
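EGFP and DsRed fluorescence is measured by plate cytometry in unstimulated transgenic mouse T cells exposed to compound for 60 minutes, then stimulated 18 hours at 37 degrees C with anti-CD3/anti-CD4 beads plus anti-CD28.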
EPAC1 antag: blocks human EPAC1 exchange factor. O95398. EPAC1 GEF assay, Rap1b-BODIPY-GDP exchange fluorescence. Potency, µM (series often up to 115 µM), for inactives: at the top dose activity change, negative = inhibition, most hits filed as inhibitors. actives 0.14% (n = 360,000). AID 720709;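 note: potency is the fitted concentration of half-maximal effect; plate controls were vehicle for no effect and positive control for full effect; nearly all actives have a fitted effect of over 50% in size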
PI5P4Ka inh: PI5P4K alpha (human) kinase inhibition. P48426. PI5P4Kalpha enzyme, ADP-Glo luminescence, 60 min; hits give low values. max response, %. actives 1.2% (n = 330,000); active = max response of -50% or lower; inconclusive = between -30% and -50%; inactive = -30% or higher; note: value at the top dose of about 77 µM; % is set by controls: 0 for no effect and ±100 for the full control effect
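qHTS, 1536-well: enzyme/substrate mix, compound by pin tool, 5 microM ATP final; RT 60 min; ADP-Glo reagents 1 (45 min) then 2 (30 min); luminescence.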
* hit, by the source's call; i = inactive; ? = inconclusive; / = not tested or not shown; [ ] = remark or other dose. Unless noted, calls come from the whole dose curve; as a rule, active = well fitted curve in the direction sought with a large enough effect; inconclusive = small, poorly fitted or top-dose-only effect, or another doubt; inactive = no such curve, though single readings can be large; an effect the other way counts as inactive or inconclusive.

SMILES | GLP1R inv ag | PLK1 PBD block | HEK293 tox | GLP1R ag | PTHR1 ag | EPAC1 ag | IL-2 act | EPAC1 antag | PI5P4Ka inh
CSc1ccccc1C(=O)Nc1cccc(N(C)S(C)(=O)=O)c1 | 1% | -2% | -4% | -4% | i | -4% | -2.5 | 0% | /
O=C(CCN1C(=O)c2ccccc2C1=O)NC(=S)Nc1ccccc1Cl | -9% | -17% | 3% | 12% | -23% | 24% | -4.7 | -18% | 7
CC(CCc1ccccc1)NC(=O)Cn1cccc1C(=O)c1ccccc1 (stereo not drawn) | ? | -22% | 2% | 0% | -42%[inhibitor] | -13% | -2.1 | -16% | 3
CCC(C)N(CCNC(=O)c1ccc2c(c1)NC(=O)c1ccccc1S2)C1CCCCC1 (stereo not drawn) | 3.5µM* | -3% | ? | 6% | ? | -13% | -3.0 | -4% | 2
Cc1cc(S(=O)(=O)N2CCN=C2c2ccccc2)c(Cl)cc1Cl | 7% | -3% | 1% | 0% | i | 2% | -1.6 | -5% | 9
CCc1ccccc1Nc1nc2ccccc2[nH]1 | ? | 6% | -5% | 0% | -17% | -2% | 0.2 | 13% | -1
CCOc1ccc(C2C(C(=O)Nc3ccccc3)=C(C)Nc3nc(-c4ccccc4)nn32)cc1OC (stereo not drawn) | -7% | / | 3% | -1% | 7% | / | / | / | /
CC(C)c1nc2c(s1)CCc1onc(-c3cccc([N+](=O)[O-])c3)c1-2 | -8% | -25% | 2% | 2% | i | 7% | -0.8 | 8% | 9
CC(/C=C/c1ccc2c(c1)OCO2)=N/NC(=O)c1ccncc1 | -21% | -3% | -17% | -2% | i | 1% | -1.0 | 1% | -7
N/C(=N\OS(=O)(=O)c1ccccc1)c1ccccn1 | 6% | -1% | -2% | 5% | -2% | 5% | -0.3 | 9% | 1
CCN(CC)CC(O)CNc1ccnc2c(Cl)ccc(Cl)c12 (stereo not drawn) | ? | -2% | ? | 7% | -15% | -2% | 0.5 | -12% | 3
CNC(=O)CC1C(=O)N(c2ccc(OC)cc2)C(=S)N1NC(=O)c1cccc(F)c1 (stereo not drawn) | 12% | -24% | -24% | 9% | i | 16% | -3.1 | 22% | 3
CSCCC(C(=O)Nc1c(C)cccc1C)N1CCN(c2ccc(C(F)(F)F)cn2)CC1 (stereo not drawn) | 1% | 6% | -3% | 3% | -4% | -12% | 0.9 | -11% | 14
CN(CP(=O)(O)CCc1ccccc1)S(C)(=O)=O | 9% | -3% | -2% | -16% | i | 3% | 0.6 | 9% | 7
Clc1ccc(-c2nc3ccccn3c2CN2CCOCC2)cc1 | 4% | -13% | 3% | 7% | -23% | 7% | -2.7 | -11% | /
COc1ccccc1/C=C(/CC(=O)NCc1ccc2c(c1)OCO2)c1nc2ccccc2s1 | ? | -12% | -3% | 20% | -32%[inhibitor] | 2% | -0.3 | 4% | 8
Cc1ccc(S(=O)(=O)N(C)C)cc1NC(=O)C(C)OC(=O)c1ccc2c(c1)OCCO2 (stereo not drawn) | 22% | -4% | 14% | 10% | i | -7% | -1.4 | 1% | -11
Nn1c(SCC(=O)NC(=O)Nc2ccc3c(c2)OCCO3)nnc1C1CC1 | 4% | 2% | -1% | 3% | i | 2% | -1.7 | -5% | 2
O=C1C2CCCCC2C(=O)N1c1nccs1 (stereo not drawn) | 3% | -21% | -1% | -2% | i | 3% | -2.7 | 0% | -4
CCc1c(C)nc2ncnn2c1Nc1ccc(C)cc1 | -9% | -3% | 14% | 8% | i | -5% | 0.0 | 5% | -9
O=C(c1cccc(Cl)c1)N1CCC2CC1c1cc(-c3ccc(F)cc3)ccc12 (stereo not drawn) | ? | -14% | 1% | 4% | i | 2% | -0.6 | -10% | 15
CCOC(=O)C1CCCN(C(=O)c2ccc3c(c2)NC(=O)C(N2CCOCC2)S3)C1 (stereo not drawn) | -12% | -9% | 5% | -6% | -18%[57.5 µM] | 13% | -0.9 | -11% | -9
Cc1n[nH]c(=S)n1/N=C/c1ccc(-c2ccccc2[N+](=O)[O-])o1 | -7% | -16% | ? | -2% | -4% | 8% | -0.1 | -11% | -1
Cc1ccn2c(NC3CCCCC3)c(C)nc2c1 | -12% | 2% | -3% | 7% | ? | 2% | -1.1 | 9% | /
N#C/C(=C/c1ccc(F)cc1)c1nc(CCN2C(=O)c3ccccc3C2=O)cs1 | -3% | 2% | 3% | 7% | i | 8% | -1.8 | -9% | 9
CN(Cc1cccs1)C(=O)CSc1nc2ccccc2[nH]1 | 5% | -12% | 23% | 11% | i | -2% | 1.2 | -13% | -1
c1ccc2c(c1)nc(-c1ccncc1)n2CCNc1nc(CN2CCCCC2)cs1 | 1% | -9% | -9% | 1% | i | -13% | 1.3 | 4% | 0
O=C(Nc1ccc(C(=O)NCCCN2CCN(c3ccc(F)cc3)CC2)cc1)C1=CSCCO1 | -37% | 0% | -10% | 0% | i | -6% | -2.2 | 4% | -1
Cc1cccc(NC(=O)C2CCN(S(=O)(=O)c3c(C)noc3C)CC2)c1 | 14% | -3% | -4% | 8% | i | 0% | -2.2 | -25% | -1
COc1ccc(/C=N/NC(=O)c2cccnc2)cc1CN1CCc2ccccc2C1 | -15% | -2% | ? | 0% | i | 2% | -0.2 | 14% | -12
Cc1ccc(-c2nn(-c3ccccc3)cc2/C=N/NC(=O)c2ccc3c(c2)OCO3)cc1 | -12% | ? | -11% | -1% | i | 0% | 1.8 | -8% | 4
COc1ccc(Cl)cc1NC(=O)c1cccc(NC(=O)CCC(=O)O)c1 | 30% | 2% | 0% | 0% | i | 1% | 0.8 | -15% | -1
CC(=O)c1c(O)cc(=O)oc1-c1ccc(C)cc1 | 2% | -6% | 3% | 9% | i | 12% | 0.5 | 6% | -4
CCOC(=O)C1=C(N)Oc2cc(O)ccc2C1c1ccc([N+](=O)[O-])cc1 (stereo not drawn) | 10µM* | -5% | -7% | 7% | -7% | 17% | 0.9 | -27% | -5
CNC(=S)n1cnc(N)n1 | -15% | -15% | 0% | -8% | 9% | -1% | 0.2 | -22% | -2
Cc1c(C(=O)OCC(=O)N(C)Cc2ccc(Cl)cc2)oc2ccccc12 | ? | -4% | 3% | 5% | -37%[inhibitor] | 8% | 0.4 | -9% | 10
CC1CCCC(C)N1C(=O)CSc1nnc(COc2cccc3cccnc23)o1 (stereo not drawn) | ? | 2% | 2% | 12% | -4% | -4% | -1.9 | -9% | -11
Cc1nn(C)cc1NC(=O)c1cc2nc(-c3ccco3)cc(C(F)(F)F)n2n1 | 8% | -6% | 0% | 0% | -13% | -8% | -0.4 | -1% | 10
O=C(COc1ccc(Cl)cc1)NCCCNC(=O)c1ccncc1 | 9% | -7% | -2% | 6% | -8% | -1% | -1.1 | -3% | -5
CC(=O)NCC(=O)NC1CCCc2c1cnn2-c1ccccc1F (stereo not drawn) | 22% | 0% | -5% | -7% | -19% | 11% | -0.9 | 6% | -1
COc1ccccc1-c1sc2ccccc2c1-c1ccc(C(C)=O)cc1 | 10µM* | -9% | 12% | 3% | -16% | -4% | -0.1 | 10% | 36
Cc1ccc(C)c(C(O)c2ncc(-c3ccc(F)cc3)[nH]2)c1 (stereo not drawn) | -25% | -9% | 0% | 1% | -23% | -4% | -0.6 | -16% | 4
CN1C=CC=C/C1=C1\SC(=S)N(C2CCCCC2)C1=O | -3% | -5% | -26% | -11% | -3%[57.5 µM] | -2% | -2.4 | 0% | /
CCOC(=O)C1CCN(C(=S)NC(=O)c2cccs2)CC1 | 9% | -25% | ? | 0% | i | 7% | -1.0 | 7% | 2
Cc1ccc(NC(=O)CN(c2ccc(Cl)cc2)S(=O)(=O)c2cc([N+](=O)[O-])ccc2Cl)cc1 | ? | ? | -25% | -1% | i | 16% | -0.5 | -5% | -3

Shown in markdown: entries from further up.
| smiles | GLP1R inv ag | PLK1 PBD block | HEK293 tox | GLP1R ag | PTHR1 ag | EPAC1 ag | IL-2 act | EPAC1 antag | PI5P4Ka inh |
| --- | --- | --- | --- | --- | --- | --- | --- | --- | --- |
| CCOC(=O)C1CCCN(C(=O)c2ccc3c(c2)NC(=O)C(N2CCOCC2)S3)C1 (stereo not drawn) | -12% | -9% | 5% | -6% | -18%[57.5 µM] | 13% | -0.9 | -11% | -9 |
| Cc1n[nH]c(=S)n1/N=C/c1ccc(-c2ccccc2[N+](=O)[O-])o1 | -7% | -16% | ? | -2% | -4% | 8% | -0.1 | -11% | -1 |
| Cc1ccn2c(NC3CCCCC3)c(C)nc2c1 | -12% | 2% | -3% | 7% | ? | 2% | -1.1 | 9% | / |
| N#C/C(=C/c1ccc(F)cc1)c1nc(CCN2C(=O)c3ccccc3C2=O)cs1 | -3% | 2% | 3% | 7% | i | 8% | -1.8 | -9% | 9 |
| CN(Cc1cccs1)C(=O)CSc1nc2ccccc2[nH]1 | 5% | -12% | 23% | 11% | i | -2% | 1.2 | -13% | -1 |
| c1ccc2c(c1)nc(-c1ccncc1)n2CCNc1nc(CN2CCCCC2)cs1 | 1% | -9% | -9% | 1% | i | -13% | 1.3 | 4% | 0 |
| O=C(Nc1ccc(C(=O)NCCCN2CCN(c3ccc(F)cc3)CC2)cc1)C1=CSCCO1 | -37% | 0% | -10% | 0% | i | -6% | -2.2 | 4% | -1 |
| Cc1cccc(NC(=O)C2CCN(S(=O)(=O)c3c(C)noc3C)CC2)c1 | 14% | -3% | -4% | 8% | i | 0% | -2.2 | -25% | -1 |
| COc1ccc(/C=N/NC(=O)c2cccnc2)cc1CN1CCc2ccccc2C1 | -15% | -2% | ? | 0% | i | 2% | -0.2 | 14% | -12 |

An excerpt, so the mix of outcomes need not match the whole.
